# H1N1 NS1A inhibition: H1N1 influenza NS1A inhibitors, functional cell based assay (AID 504329); 340,000 compounds, 0.3% hits; inhibition, % at 12.5 µM, or IC50 in µM where a hit was titrated; NS1A functional cell-based assay, percent inhibition; higher % means a stronger effect; in the data active means a potency from the dose series; inconclusive means inhibition above about 27% without an active follow-up result; further: strong numbers were not always called active
# VEEV TC-83 Vero: inhibitors of VEEV TC-83 cytopathic effect, confirmation, Vero cells (AID 588727); Vero cells, VEEV TC-83 cytopathic effect inhibition; higher % means a stronger effect; one-dose inhibition, % at 20 µM; IC50 in µM for titrated hits; 350,000 compounds, 0.13% hits; in the data active means a potency from the dose series; inconclusive means inhibition mostly from about 14% at the one dose, without a potency; inactive means the rest, 99 in 100 with inhibition below about 12%; further: strong numbers were not always called active
# Salmonella PhoP GFP: PhoP regulon inhibitors, Salmonella typhi PhoP promoter GFP reporter, confirmatory (AID 1850) | Salmonella Typhi PhoP-promoter GFP reporter, fluorescence, 4 h; higher % means a stronger effect | 310,000 compounds, 0.33% hits | inhibition, % at 50 µM, or IC50 in µM where a hit was titrated; in the data active means a potency from the dose series; inconclusive means inhibition mostly from about 25% at the one dose, without a potency; inactive means the rest, 99 in 100 with inhibition below about 19%;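 further: 0% = induced wells with vehicle and 100% = uninduced wells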
# M. tuberculosis HTS: M. tuberculosis growth inhibition, HTS (AID 449762) | inhibition, % at 25 µM, or IC50 in µM where a hit was titrated | M. tuberculosis H37Rv growth inhibition, 7H9 media; higher % means a stronger effect | 330,000 compounds, 0.59% hits; in the data active means a potency from the dose series; inconclusive means inhibition above about 70% without an active follow-up result;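 further: bacterial growth assessed after seven days of incubation; strong numbers were not always called active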
# tuberculosis growth: growth inhibition of non-replicating M. tuberculosis (AID 488890). Mycobacterium tuberculosis non-replicating, growth inhibition; higher % means a stronger effect. inhibition, % at 25 µM; hits with a dose series show IC50 in µM. 320,000 compounds, 0.39% hits; in the data active means a potency from the dose series; inconclusive means inhibition mostly from about 82% at the one dose, without a potency; inactive means the rest, 99 in 100 with inhibition below about 76%;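 further: plate controls were DMSO cells for no effect and high antibiotic wells for full effect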
# VEEV TC-83 Vero 10K pilot screen: also measured in VEEV TC-83 Vero; calls as there; inhibition, %; measured here: 10K pilot screen inhibition
# Active calls of the source: *; i = inactive; u = inconclusive; x = no result given.
SMILES,H1N1 NS1A inhibition,VEEV TC-83 Vero,Salmonella PhoP GFP,M. tuberculosis HTS,tuberculosis growth,others
COc1ccc(OC)c(-c2cc(C(=O)Nc3sc4c(c3C#N)CCC(C)C4)c3ccccc3n2)c1 (centres undefined),8%,i,-6%,-10%,1%,VEEV TC-83 Vero 10K pilot screen=0.4
COc1ccc(S(=O)(=O)NCc2ccc(C(=O)N3CCN(c4ccccn4)CC3)cc2)cc1,-1%,4.4%,9%,4%,2%,
CNC(=O)OCCSCCS(=O)(=O)c1ccc(Cl)cc1,-2%,10%,0%,-6%,28%,
O=C(CCC(=O)N1CCN(S(=O)(=O)c2ccccc2)CC1)c1ccc(Br)cc1,3%,8.3%,x,4%,2%,
Cc1ccc(CNC(=O)[C@@H](NC(=O)C2CCN(C(=O)[C@@H]3CCCN3)CC2)C(C)C)cc1,7%,0.2%,1%,-8%,-4%,
CN(C)C(=O)N1CCCC(C(=O)NCc2ccccc2)C1 (centres undefined),-3%,i,-4%,2%,-3%,
COc1ccc(CCC(=O)N2CCN(S(=O)(=O)c3ccc(C)cc3)CC2)cc1,-7%,2.6%,x,5%,14%,
COC(=O)C1=C(C)N(C)C(=O)NC1c1ccc(O)c(Cl)c1 (centres undefined),-10%,0.4%,3%,4%,9%,
O=C(C1CCCN(S(=O)(=O)c2ccc(Br)cc2)C1)N1CCOCC1 (centres undefined),-3%,2.1%,-5%,-1%,x,
Cc1ccc(Cn2cc(SCC(N)=O)c3ccccc32)cc1,9%,1.2%,-1%,-14%,-12%,VEEV TC-83 Vero 10K pilot screen=0.2
CC(C)NS(=O)(=O)c1ccc(CCC(=O)NCc2ccncc2)cc1,5%,0.1%,3%,-5%,-2%,
CCOc1ccc(C(=O)NCC2CCCO2)cc1OCC (centres undefined),4%,0.6%,-1%,3%,3%,
COc1ccc(-c2ccc(/C=N/NC(=O)Cc3nnc(N)s3)o2)cc1Cl,x,3.2%,5%,-2%,29%,
CC(C)C1Cc2nc(Cl)c(C#N)cc2CO1 (centres undefined),-2%,i,2%,-2%,-3%,
O=C(Nc1cccc(S(=O)(=O)NC2=NCCC2)c1)c1ccccc1,7%,1.4%,x,-2%,-18%,
C=CCN(c1ccccc1)S(=O)(=O)c1cccc(C(=O)Nc2ccncc2)c1,-11%,5.8%,-3%,22%,6%,
CCOC(=O)COc1c(OC)cc(Cl)cc1C1Nc2ccccc2C(=O)N1c1cccc(C)c1 (centres undefined),5%,0.4%,-5%,9%,38%,
S=C(NCCCN1CCOCC1)Nc1ccc(Cl)cc1,1%,0.3%,5%,3%,-2%,
O=C(Nc1ccc2c(c1)Cc1ccccc1-2)c1ccncc1,-7%,0.6%,-6%,-5%,2%,
Cc1ccc(Cc2c(C)nc3nc(SCC(=O)NCCN4CCOCC4)nn3c2C)cc1,4%,0.3%,-9%,-2%,-6%,
CCC(=O)Nc1nnc(SCC(=O)N2c3ccccc3CC2C)s1 (centres undefined),-4%,5.4%,-8%,-2%,8%,
COC(=O)C(O)(c1ccc(NC(=O)c2ccccc2)cc1)C(F)(F)F (centres undefined),1%,1.8%,1%,8%,-4%,
Cc1cc(C)cc(-n2nnnc2SCC(=O)Nc2nc(-c3ccc(Cl)cc3)cs2)c1,-1%,0.4%,-13%,-8%,-3%,
COc1cc(CCC(=O)Nc2c(C(=O)N3CCN(c4ccccc4OC)CC3)oc3ccccc23)on1,1%,9.0%,1%,6%,9%,
CCOc1cccc(-c2nnc3sc(COc4ccc(OC)cc4)nn23)c1,2%,4.5%,-4%,20%,45%,

# Next part; it opens with the 3 that closed the last part.
SMILES,H1N1 NS1A inhibition,VEEV TC-83 Vero,Salmonella PhoP GFP,M. tuberculosis HTS,tuberculosis growth,others
Cc1cc(C)cc(-n2nnnc2SCC(=O)Nc2nc(-c3ccc(Cl)cc3)cs2)c1,-1%,0.4%,-13%,-8%,-3%,
COc1cc(CCC(=O)Nc2c(C(=O)N3CCN(c4ccccc4OC)CC3)oc3ccccc23)on1,1%,9.0%,1%,6%,9%,
CCOc1cccc(-c2nnc3sc(COc4ccc(OC)cc4)nn23)c1,2%,4.5%,-4%,20%,45%,
COCCNC(=O)CN(CC1CCCO1)C(=O)CCC(=O)Nc1ccccn1 (centres undefined),-7%,1.0%,-4%,1%,-1%,
Cc1nc2ccccc2c2ncccc12,-3%,0.9%,4%,-2%,-6%,
COc1ccc(Nc2nc(OC)nc(OC)n2)cc1,-6%,0.1%,2%,-2%,-3%,
COc1ccc(CNC(=O)CSc2nnnn2-c2ccccc2)cc1,-2%,0.1%,0%,5%,19%,
O=C(O)c1ccccc1NS(=O)(=O)c1cccc(C(F)(F)F)c1,3%,i,-7%,-1%,20%,
Cc1ccc(NS(=O)(=O)c2cccc(C(=O)Nc3c(C)n(C)n(-c4ccccc4)c3=O)c2)cc1,x,x,10%,-3%,10%,
Cc1ccc(S(=O)(=O)NC(=O)Nc2cccc([N+](=O)[O-])c2)cc1,-5%,0.1%,-1%,-6%,-2%,
Cc1nn(C)c(C)c1S(=O)(=O)N1CCC(C(=O)NC2CCCCCC2)CC1,8%,i,-4%,-4%,1%,
Cc1ccc(S(=O)(=O)N2CCCCC2)cc1NC(=O)CSc1ncnc2ccccc12,-2%,3.0%,-3%,-7%,12%,
C#CCOCCOCCOCCNc1nc(N2CCN(C(=O)Cn3cc(CCO)nn3)CC2)nc(N2CCN(C(=O)[C@H](CCCCN)n3cc(CCCC)nn3)CC2)n1,-5%,i,x,x,x,VEEV TC-83 Vero 10K pilot screen=0.7
COCCN(CCOC)c1ncc(Cl)c(C(=O)c2c(C)cc3ccccn23)n1,0%,0.3%,4%,-1%,11%,
O=C(Cn1cnc2sc3c(c2c1=O)CCCC3)NCCC(=O)N1CCC2(CC1)OCCO2,-6%,i,-4%,-6%,4%,
COc1cc(/C=C(/C#N)C(=O)c2c(C)[nH]c3ccccc23)ccc1OCC#N,-4%,1.2%,3%,2%,12%,
O=C1NC(=S)SC1=Cc1ccc(Cl)cc1,-3%,4.1%,x,x,x,
Cc1nnc(SCC(=O)Nc2nccs2)n(N)c1=O,6%,0.6%,-11%,2%,4%,
COc1ccc(C(=O)N/C(=C/c2ccco2)C(=O)N2CCCCCC2)cc1,14%,2.7%,-9%,8%,4%,
CN(C)C(CNC(=O)CCCOc1ccccc1)c1ccco1 (centres undefined),3%,1.6%,2%,3%,8%,
Cc1cccc(NC(=O)COC(=O)CCc2c[nH]c3ccccc23)c1,-7%,i,x,u,1.9µM*,
C/C(N)=C(/C#N)C(=O)COC(=O)c1ccccc1Cc1ccccc1,0%,9.5%,-12%,10%,8%,
Cc1c(C)n(C)c2ccc(C(=O)NCCCN3CCOCC3)cc12,9%,0.6%,-1%,-1%,1%,
CCOC(=O)N1CCN(C(=S)NC(=O)c2ccc(F)c(F)c2)CC1,-1%,0.1%,-1%,70%,-23%,
CN(C)c1cccc(C(=O)OCCCC(=O)c2ccc(F)cc2)c1,6%,2.6%,x,1%,67%,
O=C(COc1ccc2c(c1)OCO2)Nc1ccccc1F,4%,i,-9%,13%,u,VEEV TC-83 Vero 10K pilot screen=0.7
CCOc1ccc(NC(=O)NCC2CCN(c3ccc(OC)cc3)C2)cc1 (centres undefined),5%,0.2%,-8%,-7%,7%,
CCOc1ccccc1N1CC(C(=O)NCCOc2ccccc2OC)CC1=O (centres undefined),28%,1.2%,-4%,0%,4%,

# The last 3 records of the section before are carried over, then new ones follow.
SMILES,H1N1 NS1A inhibition,VEEV TC-83 Vero,Salmonella PhoP GFP,M. tuberculosis HTS,tuberculosis growth,others
O=C(COc1ccc2c(c1)OCO2)Nc1ccccc1F,4%,i,-9%,13%,u,VEEV TC-83 Vero 10K pilot screen=0.7
CCOc1ccc(NC(=O)NCC2CCN(c3ccc(OC)cc3)C2)cc1 (centres undefined),5%,0.2%,-8%,-7%,7%,
CCOc1ccccc1N1CC(C(=O)NCCOc2ccccc2OC)CC1=O (centres undefined),28%,1.2%,-4%,0%,4%,
CCOc1ccc(Br)cc1CNCc1cccnc1,-4%,0.8%,-2%,6%,28%,
O=C1CC(=O)Nc2cc(S(=O)(=O)Nc3ccc(F)cc3Cl)ccc2N1,5%,0.7%,-8%,-7%,4%,
Cc1cc(C)cc(N2C(=O)CC(Sc3ncn[nH]3)C2=O)c1 (centres undefined),-21%,0.4%,7%,-4%,54%,
O=C1C(Nc2ccccc2)=C(NS(=O)(=O)c2ccccc2)C(=O)c2ccccc21,-7%,0.2%,-3%,1%,-4%,
COc1ccccc1-c1sc2ccccc2c1-c1ccc(OCCN2CCOCC2)cc1,3%,2.8%,x,x,x,
O=C(N/N=C/c1cc2c(cc1[N+](=O)[O-])OCO2)c1ccc2c(c1)OCO2,-5%,2.2%,4%,1%,-4%,
CCCCNC(=S)Nc1ccc(SC(F)F)cc1,4%,0.5%,22%,4%,u,
CC(C)CNC(=O)CCCc1c[nH]c2ccccc12,1%,2.1%,-7%,4%,1%,
Cc1ccc(SCc2cc(=O)[nH]c(Nc3nc(C)c4ccc(C)cc4n3)n2)cc1,-8%,2.0%,0%,11%,2%,
CCOC(=O)C1CCCN(C(=O)c2ccc3c(=O)n(Cc4ccccc4OC)c(=S)[nH]c3c2)C1 (centres undefined),5%,0.3%,-2%,2%,10%,
COCCNC(=O)c1cn(C(C)c2ccccc2F)nn1 (centres undefined),x,x,2%,-11%,-10%,
CC(C)CNC(=S)Nc1ccc(Oc2ccccc2)cc1,-4%,i,3%,7%,u,
CN(C(=O)COC(=O)c1cc([N+](=O)[O-])ccc1N1CCCC1)C1CCS(=O)(=O)C1 (centres undefined),-13%,1.0%,-13%,3%,7%,
O=C(CN1C(=O)C2CCCCC2C1=O)Nc1ccccc1C(=O)O (centres undefined),3%,2.7%,-4%,5%,41%,
CNC(=O)Nc1ccc(C(=O)N/N=C\C23CC[C@@H](O)CC2(O)CC[C@@H]2[C@@H]3CCC3(C)C(C4=CC(=O)OC4)CCC23O)cc1 (some centres undefined),13%,3.3%,7%,-1%,-10%,
CCNC(=S)Nc1ccc(Cl)c(C(F)(F)F)c1,-9%,2.8%,25%,3%,-5%,
NC1=Nc2ccccc2Oc2ccccc21,7%,1.6%,12%,-7%,6%,
Cc1ccc(N(CC(=O)NC2CCCCC2)S(=O)(=O)c2cccs2)cc1,-8%,0.2%,-6%,-1%,7%,
CCOC(=O)c1nnn(-c2nonc2N)c1CSc1ccccn1,3%,1.4%,-4%,-1%,1%,VEEV TC-83 Vero 10K pilot screen=1.4
COc1ccc(C2CC(=O)c3cc(OC)ccc3O2)cc1 (centres undefined),-7%,i,x,x,x,
Cn1c(SCC(=O)N(Cc2ccccc2)C(C)(C)C)nc2ccccc21,-4%,i,0%,-3%,5%,
CC1=CC(C)(C)NC(=O)N1c1ccc(C)cc1,-7%,0.4%,8%,-2%,-2%,
O=C(Nc1ccc(C(=O)O)cc1)/C(=C/c1cccc(Br)c1)NC(=O)c1ccco1,-9%,1.5%,-5%,2%,19%,
CCn1c2c(c(C)cc1=O)C(=O)CC(C)(C)C2,-6%,0.4%,5%,-5%,-1%,
Cn1nc(C(F)(F)F)c(/C=N/OC(=O)c2ccccc2)c1SCc1ccccc1Cl,-6%,5.7%,-3%,-15%,13%,
SMILES,H1N1 NS1A inhibition,VEEV TC-83 Vero,Salmonella PhoP GFP,M. tuberculosis HTS,tuberculosis growth,others
CC(CC(=O)Nc1nc2ccccc2[nH]1)n1ccnc1 (centres undefined),5%,0.5%,4%,5%,-6%,
CCCC1CCCCC12C(=O)NC(=O)NC2=O (centres undefined),10%,1.2%,x,x,x,
COc1cccc(C(=O)Nc2ccc(NC(=O)c3cc4ccccc4o3)c(OC)c2)c1,1%,2.5%,-4%,-1%,-7%,
Cc1ccc(S(=O)(=O)NCCC(=O)N2CCN(S(=O)(=O)c3ccccc3)CC2)cc1C,-3%,2.1%,3%,-4%,-6%,
O=C(CCN1c2ccccc2Sc2ccccc21)OCC(=O)N1CCN(C(=O)c2ccco2)CC1,23%,3.4%,7%,-1%,9%,
O=C(N/N=C/c1cc([N+](=O)[O-])ccc1O)c1cccc2ccccc12,-4%,9.4%,13%,7%,u,
O=C(COc1ccc(Br)cc1F)NC1CCN(Cc2ccccc2)CC1,0%,i,10%,-2%,3%,
O=C(CCC(=O)N(CC(=O)NC1CCCC1)Cc1ccc2c(c1)OCO2)Nc1nccs1,x,x,-8%,-4%,0%,
CN1CCN(C(=O)C2=C[C@H](c3csc4ccccc34)C[C@H](OCc3ccc(CO)cc3)O2)CC1,-8%,i,2%,0%,5%,VEEV TC-83 Vero 10K pilot screen=0.0

# Source: PubChem (Southern Research Specialized Biocontainment Screening Center)
